# LYP phosphatase = inhibitors of LYP phosphatase, biochemical, fluorescence intensity, uHTS (AID 1779). Tyrosine-protein phosphatase non-receptor type 22 (Homo sapiens). hit rate 0.054% among 290,000. recombinant LYP phosphatase, fluorescence intensity; higher % means a stronger effect. inhibition, % at 11.5 µM, or IC50 in µM where a hit was titrated;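 further: plate controls were vehicle with enzyme for no effect and no enzyme for full effect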
# P. falciparum M1AAP = P. falciparum M1AAP inhibitors, biochemical, fluorogenic H-Leu-NHMec substrate, 1536-well (AID 1445) | inhibition, % at 30 µM; hits with a dose series show IC50 in µM | Aminopeptidase N (Plasmodium falciparum (isolate 3D7)) | hit rate 0.42% among 220,000 | recombinant M1AAP, H-Leu-NHMec fluorogenic kinetic assay; higher % means a stronger effect;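 active means primary inhibition above the hit cutoff, then over 50% inhibition at one or more dose response concentrations, cut at about 23% in these data, passing the limit was not always enough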;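 further: plate controls were DMSO full reaction for no effect and no enzyme background for full effect; strong numbers were not always called active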
# TNAP activation fold = human TNAP enzyme activators, primary screen, biochemical, luminescent, no phosphate acceptor, uHTS (AID 1001); purified TNAP, luminescent activation assay, no phosphate acceptor; higher activation fold means a stronger effect; one-dose activation fold at 20 µM; EC50 in µM for titrated hits; hit rate 0.03% among 200,000; in the data active means activation fold from about 3, or a potency from the dose series; inactive means the rest, 99 in 100 with activation fold below about 1.6; further: many of its hits are not listed in these tables
# Myeloid diff MLP = induction of myeloid progenitor differentiation, primary screen, cell-based, flow cytometry, MLPCN library; ER-HoxA9 myeloid progenitors, lysozyme-GFP differentiation; calls only at 10 µM; hit rate 1% among 360,000;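 active means normalized GFP-positive differentiation at or above the plate's own cutoff, the solvent-only control mean plus 3 SD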;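 further: cells exposed to compound for four days before flow analysis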
# CSM14.1 death rescue = rescue of cells from ER stress-induced death, primary screen, 384-well, CSM14.1, thapsigargin, ATP luminescence (AID 1222); CSM14.1 thapsigargin-induced death rescue, ATP luminescence; higher % means a stronger effect; one-dose cellular ATP content (survival), % at 20 µM; EC50 in µM for titrated hits; 190,000 tested, under 10 active;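 active means EC50 below 50 µM in the dose-response confirmation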;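 further: death triggered by thapsigargin at about 15 µM added after 2 h compound pretreatment; cell ATP read after overnight thapsigargin exposure of roughly 18 to 22 hours; normalized against plate controls of thapsigargin alone and 5% DMSO vehicle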
# human PMI inhibition = inhibitors of human PMI, primary screen, biochemical, fluorescence intensity, coupled assay (AID 1209) | Mannose-6-phosphate isomerase (Homo sapiens) | inhibition, % at 20 µM; hits with a dose series show IC50 in µM | purified PMI enzyme, coupled fluorescence intensity; higher % means a stronger effect | hit rate 0.42% among 190,000;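 further: plate controls were DMSO vehicle for no effect and wells lacking substrate for full effect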
# P. falciparum M17LAP = P. falciparum M17LAP inhibitors, primary screen, biochemical, fluorogenic H-Leu-NHMec substrate, 1536-well (AID 1619) | Leucine aminopeptidase (Plasmodium falciparum (isolate 3D7)) | hit rate 0.38% among 220,000 | one-dose inhibition, % at 30 µM; IC50 in µM for titrated hits | recombinant M17LAP, H-Leu-NHMec fluorogenic kinetic assay; higher % means a stronger effect;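 active means compound inhibiting the enzyme by more than half at any dose during confirmatory dose-response retesting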;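 further: plate controls were full reaction with DMSO carrier for no effect and no enzyme background for full effect; strong numbers were not always called active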
# PMI inhibition = human PMI inhibitors, high substrate, primary screen, biochemical, fluorescence intensity, high mannose 6-phosphate (AID 1220); Mannose-6-phosphate isomerase (Homo sapiens); recombinant PMI enzyme, coupled fluorescence intensity; higher % means a stronger effect; inhibition, % at 20 µM, or IC50 in µM where a hit was titrated; hit rate 0.66% among 190,000
# XIAP displacement = XIAP antagonists, biochemical, IAP family, fluorescence polarization (AID 1018); hit rate 0.007% among 200,000; E3 ubiquitin-protein ligase XIAP (Homo sapiens); displacement, % at 20 µM; hits with a dose series show IC50 in µM; XIAP BIR domain, fluorescence polarization peptide displacement; higher % means a stronger effect; in the data active means displacement above about 50%; further: a part of the inactive calls stands beside numbers as strong as those of hits
# Myeloid diff MLP GFP+ MAC1+ % = also measured in Myeloid diff MLP; calls as there; GFP+ MAC1+ double positive, %; measured here: differentiation confirmed by MAC1 staining
# Numbers without * were called inactive; i = inactive; . = no result given. Unless noted, no stated cut-off is given here; in the data, active means inhibition above about 50%; inactive means the rest.
SMILES,LYP phosphatase,P. falciparum M1AAP,TNAP activation fold,Myeloid diff MLP,Myeloid diff MLP GFP+ MAC1+ %,CSM14.1 death rescue,human PMI inhibition,P. falciparum M17LAP,PMI inhibition,XIAP displacement
CCOc1ccc2nc(SCC(=O)NC(=O)NCc3ccco3)sc2c1,-6.7%,0.8%,1,i,0.3,0.1%,-3.9%,4.7%,-1.6%,-5.2%
C/C(=N/NC(=O)CNC(=O)c1cccs1)c1ccco1,-2.8%,3.4%,.,i,0.7,.,.,12.7%,.,.
Cc1cnc(C(=O)OCC(=O)N2CCc3ccccc3C2)cn1,-10.6%,-0.4%,1.1,i,0.9,1.1%,5.3%,15.6%,13.7%,-6.4%
S=c1[nH]nc(COc2ccccc2)n1/N=C/c1cccnc1,1.7%,3.1%,1.1,i,0.4,-1.0%,6.3%,-1.6%,-1.0%,-9.0%
CS(=O)(=O)N(CC(=O)NCCSC1CCCCC1)c1ccccc1,-7.5%,-7.6%,1.1,i,0.1,-1.0%,-0.3%,40.5%,1.2%,-2.6%
CC1CCCC(C)N1C(=S)SCC(=O)O (stereo not drawn),-0.4%,5.8%,1.1,i,0.5,-2.0%,8.1%,2.2%,4.1%,-9.2%
CCOc1cc(/C=C2\SC(=N)N(c3nonc3N)C2=O)ccc1OCCN1CCOCC1,-0.1%,21.2%,1,i,0.4,2.3%,8.2%,7.8%,15.0%,-6.7%
O=C(CC1NCCc2ccccc21)Nc1ccc(Oc2ccccc2)cc1 (stereo not drawn),-4.1%,-3.2%,1.2,i,0.1,1.6%,7.0%,-4.1%,4.5%,-6.1%
CCOc1ccc(S(=O)(=O)Oc2ccc3ccccc3c2)cc1,-6.6%,0.6%,1.1,i,0.8,-1.0%,10.1%,-4.7%,1.9%,-6.6%
COC(=O)c1c(NC(=O)CN2CCC(C)CC2)c2c(C)cccc2n1C,-5.2%,7.8%,1.1,.,.,0.7%,12.2%,53.6%,11.4%,-3.0%

# The final 2 entries of the part before come first, to join the parts.
SMILES,LYP phosphatase,P. falciparum M1AAP,TNAP activation fold,Myeloid diff MLP,Myeloid diff MLP GFP+ MAC1+ %,CSM14.1 death rescue,human PMI inhibition,P. falciparum M17LAP,PMI inhibition,XIAP displacement
CCOc1ccc(S(=O)(=O)Oc2ccc3ccccc3c2)cc1,-6.6%,0.6%,1.1,i,0.8,-1.0%,10.1%,-4.7%,1.9%,-6.6%
COC(=O)c1c(NC(=O)CN2CCC(C)CC2)c2c(C)cccc2n1C,-5.2%,7.8%,1.1,.,.,0.7%,12.2%,53.6%,11.4%,-3.0%
c1cc2c(nn1)CCc1nonc1-2,-0.9%,4.5%,1.1,i,1.9,-0.2%,1.3%,4.7%,7.3%,-5.8%
COC(=O)c1ccc(C2c3c(oc4cc(C)c(C)cc4c3=O)C(=O)N2CCCN(C)C)cc1 (stereo not drawn),-4.5%,6.1%,1.1,.,.,3.1%,-0.4%,6.9%,0.7%,-2.5%
O=C(CNC(=O)c1ccccc1Cl)Nc1ccc(F)cc1,-2.1%,3.0%,1,i,0.3,-1.9%,9.5%,-3.0%,1.7%,0.2%
COC(=O)c1cc(NC(=O)c2cccc(C(F)(F)F)c2)c(=O)oc1C,4.1%,1.7%,1.1,i,0.2,1.4%,-37.7%,-2.4%,-18.3%,-4.0%
N#Cc1nc(-c2ccc(OCc3ccccc3)cc2)oc1N1CCC(C(N)=O)CC1,-6.2%,14.5%,1,i,1.3,-1.7%,6.6%,-1.9%,-2.7%,-19.0%
O=C(COc1ccccc1)NNC(=O)c1cc2ccccc2oc1=O,-7.9%,-1.6%,1.8,i,0.5,3.0%,4.5%,-2.4%,-9.3%,2.1%
O=C(Nc1ccc(S(=O)(=O)Nc2nccs2)cc1)c1cccc(S(=O)(=O)N2CCOCC2)c1,-7.9%,20.9%,.,i,1.0,.,.,5.2%,.,.
CCOC(=O)c1c(C)[nH]c(C(=O)OCC(=O)N2CCN(S(=O)(=O)c3ccccc3)CC2)c1C,2.8%,3.9%,1.2,i,0.6,-0.7%,3.2%,-11.1%,-5.6%,-16.2%
CC(c1ccccc1)n1c(S(=O)(=O)O)nc2ccccc21 (stereo not drawn),3.4%,-3.6%,1,i,0.6,-1.2%,-6.3%,-0.5%,-1.1%,-4.1%
CC1=C(C(=O)Nc2ccc(C)cc2C)C(c2ccc(Cl)cc2)n2nc(C(=O)OC(C)C)nc2N1 (stereo not drawn),-5.8%,-1.8%,1,i,0.4,-2.0%,7.7%,5.2%,1.9%,-6.4%
COc1cc(CNCCc2ccccc2)ccc1OCC(N)=O,-4.6%,-2.5%,1.1,i,1.3,-3.0%,5.2%,-13.4%,7.3%,-10.1%
COc1ccc(/C=N/N2CCN(C)CC2)c(OC)c1OC,1.5%,2.5%,1.1,i,0.2,-1.1%,0.5%,10.7%,0.1%,-1.2%
COc1cc(/C=N/NC(=O)c2ccc(CSc3nncn3C)cc2)ccc1OCC(=O)N1CC(C)OC(C)C1 (stereo not drawn),1.2%,7.0%,1.1,i,0.6,0.1%,-3.4%,28.4%,3.5%,-3.9%
Cc1ccc(NC(=O)/C(C#N)=C/c2cn(CC(=O)NCc3ccco3)c3ccccc23)cc1C,-10.4%,1.5%,1.1,i,0.2,1.2%,14.4%,-9.0%,12.1%,-13.7%
Cc1ccc(NC(=O)Cc2ccccc2)c(C)c1,-5.3%,-2.2%,1.1,.,.,-0.6%,-4.9%,-0.3%,-3.4%,0.2%
Oc1ccc(Oc2ccc3c(C(F)(F)F)cc(C(F)(F)F)nc3n2)cc1,5.6%,1.6%,0.9,i,0.8,-1.8%,5.9%,7.7%,1.6%,-6.1%
CC1=C(C(=O)Nc2ccccc2)C(c2cccnc2)n2nc(-c3cccnc3)nc2N1 (stereo not drawn),-2.4%,4.7%,1,i,1.1,-0.9%,10.9%,8.5%,16.1%,-12.2%
COc1cc2c(cc1OC)C(c1ccccc1N)=NCC2,-0.2%,13.7%,.,i,1.6,.,.,11.7%,.,.
CC(=O)NC(Cc1ccc(C(C)C)cc1)C(=O)NC1CCN(C(=O)c2cccc(C)c2)CC1 (stereo not drawn),-2.0%,-0.5%,1.1,i,0.6,5.2%,-7.0%,-2.0%,-7.8%,-7.3%
CCCCc1ccc(NC(=S)NCc2cccnc2)cc1,-6.0%,1.2%,1,i,0.5,1.0%,7.8%,8.6%,6.0%,-2.0%
O=C(NNS(=O)(=O)c1ccc(Cl)cc1Cl)c1cc2ncc(C(F)(F)F)cc2s1,1.2%,22.9%,.,i,0.4,.,.,9.7%,.,.
C/C(CCc1ccco1)=N/NC(=O)CCC(=O)Nc1cccc(Cl)c1,-5.8%,-1.3%,1.2,i,0.6,-2.8%,4.6%,4.2%,3.4%,-4.4%
CC1(C)N=C(N)N=C(N)N1c1ccc(C(=O)O)cc1,-15.9%,-1.4%,1.1,.,.,-0.3%,12.8%,-0.4%,6.6%,-6.1%
CCOC(=O)C1CCCCN1Cc1cc(OC)ccc1OC (stereo not drawn),-13.1%,13.2%,1.1,i,1.9,-3.0%,7.1%,4.9%,1.7%,-5.8%
COc1ccc(OCC(=O)NC(=S)Nc2ccc(S(=O)(=O)Nc3cc(OC)nc(OC)n3)cc2)cc1,49.8%,11.5%,1,i,0.6,-0.8%,2.6%,26.9%,10.0%,-1.8%
CCOC(=O)c1cccc(S(=O)(=O)N2CCOCC2)c1,-8.8%,-10.5%,1,i,0.4,-1.3%,2.2%,-5.2%,-8.8%,-0.7%
COc1ccc(C(=O)NC(=S)Nc2ccc(N3CCCC3)cc2)cc1,-6.9%,-3.4%,1.1,i,0.2,-0.1%,15.6%,-3.1%,29.1%,-8.0%
CCOc1ccc2[nH]c3c(=O)n(CCc4ccc(OC)cc4)cnc3c2c1,-9.3%,-1.1%,.,i,0.8,.,.,2.4%,.,.
CC1(C)Cc2nc(NC3CCCCC3)c(C#N)cc2CO1,-7.4%,9.7%,1.1,i,0.3,2.7%,-4.0%,-1.8%,-10.2%,2.3%
COc1cc(C2C(C(=O)OC(C)C)=C(C)Nc3[nH]c(=O)[nH]c(=O)c32)ccc1O (stereo not drawn),-7.6%,-1.0%,1.1,i,2.2,0.7%,-2.8%,-4.0%,12.0%,-1.4%
CCCn1c(SCC(=O)N2c3ccccc3Sc3ccccc32)nc2c1c(=O)n(C)c(=O)n2C,3.3%,2.4%,1.1,i,1.4,0.1%,6.8%,-5.3%,-0.4%,-1.6%
CCOC(=O)C1CCN(CC(=O)N(CC(C)C)c2c(N)n(CC(C)C)c(=O)[nH]c2=O)CC1,-5.3%,-8.5%,1.2,i,0.9,-0.9%,5.1%,3.5%,6.6%,2.4%
CCCCOc1ccc(C(=O)OCC(=O)Nc2cc(C)c(C)cc2[N+](=O)[O-])cc1,0.1%,4.0%,1.1,i,0.3,-2.0%,3.5%,-7.6%,-3.3%,-11.4%
Cc1ccc(S(=O)(=O)Oc2ccc(/C=N/NC(=O)c3c(Cl)cnn3C)cc2)cc1,-1.9%,11.1%,1,i,0.5,0.0%,8.1%,11.5%,6.9%,-0.2%
Cc1cc(OCc2nc(-c3ccncc3)no2)cc(C)c1Cl,-7.4%,-1.9%,1.1,i,0.2,-1.0%,.,-8.2%,.,-1.5%
CCOc1cc(C(=O)OCC(=O)NC(C)c2ccccc2)ccc1OCC(=O)N1CCOCC1 (stereo not drawn),-2.7%,0.5%,1.1,i,0.2,-1.7%,-6.5%,-4.6%,-0.6%,-4.4%
COc1ccc(CNc2ccc(-c3ccc(OC)cc3)nn2)cc1,-1.1%,4.8%,1.1,i,10.1,-1.2%,-7.0%,3.5%,-4.3%,-4.1%
CCC(=O)N(CCC(c1ccco1)C(C)C)Cc1ccccc1 (stereo not drawn),0.1%,2.5%,.,i,1.0,.,.,-0.7%,.,.
O=C(NC1CCCCC1)C(=S)N1CCOCC1,-7.2%,2.1%,1,i,1.1,-1.3%,10.9%,2.0%,8.1%,-0.8%
CCCc1ccc(C(C)NC(=O)c2cnccn2)cc1 (stereo not drawn),5.3%,1.7%,1.1,i,0.9,.,18.0%,5.4%,14.8%,0.6%
Cc1ccc(C)c(NC(=O)CSc2nnc(CSc3nc(C)cc(C)n3)n2Cc2ccco2)c1,0.9%,-1.2%,0.9,i,1.0,0.1%,-2.1%,6.4%,-1.0%,-3.6%
COC(=O)CN1C(=O)CC(C)(C)S(=O)c2ccccc21 (stereo not drawn),-2.2%,1.2%,1.2,i,1.9,.,2.4%,-2.9%,2.4%,7.6%

# Screening data: PubChem BioAssay, several laboratories
